Compound activity deposited in PubChem BioAssay by several laboratories.
Rab7 wt modul: alters GTP binding to wildtype dog Rab7; GTP binding activity (percent of control), % at 10 µM; GST-Rab7 beads, fluorescent GTP binding, flow cytometry; actives lie on both sides; untreated = 100%, excess cold GTP = 0%; AID 758; 190,000 compounds, 0.055% hits;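 active = fluorescent GTP binding to Rab7 beads changed by at least 20 points from the 100% baseline, either direction, mostly lower; inconclusive = compound itself probably fluorescent, or too few beads counted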;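 note: median green fluorescence of bound Bodipy-FL-GTP per Rab7 bead population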
HRas wt GTP bind: modulators of GTP binding to human HRas wildtype | P01112 | GST-Ras wt beads, Bodipy-FL-GTP binding, flow cytometry; actives lie on both sides | GTP binding activity, % at 10 µM | 190,000 compounds, 0.14% hits | AID 759;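 active = GTP binding activity at least 20% away from the 100% baseline, either lowered as inhibitor or raised as activator; inconclusive = flagged as likely green fluorescent, judged across all proteins in the well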;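 note: 0% = unlabeled GTP competition control and 100% = no-compound control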
Target sequence (P01112 whole entry, looked up): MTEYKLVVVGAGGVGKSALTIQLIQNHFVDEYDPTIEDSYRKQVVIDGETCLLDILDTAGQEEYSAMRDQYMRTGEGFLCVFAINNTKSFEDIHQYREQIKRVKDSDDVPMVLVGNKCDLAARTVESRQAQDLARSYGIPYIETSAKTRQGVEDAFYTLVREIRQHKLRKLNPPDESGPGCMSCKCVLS
RGS8-Gao: regulators of human RGS8-Galphao interaction. multiplexed bead flow cytometry, RGS8-Galphao binding; actives lie on both sides. response (percent of control binding), % at 10 µM. 220,000 compounds, 0.34% hits. AID 1423; in the data active = response below about 60% or above about 140%; inactive = in between;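 note: Galphao activated as the GDP aluminium fluoride complex binding bead-coupled RGS8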
Target sequence (P09471 whole entry, looked up): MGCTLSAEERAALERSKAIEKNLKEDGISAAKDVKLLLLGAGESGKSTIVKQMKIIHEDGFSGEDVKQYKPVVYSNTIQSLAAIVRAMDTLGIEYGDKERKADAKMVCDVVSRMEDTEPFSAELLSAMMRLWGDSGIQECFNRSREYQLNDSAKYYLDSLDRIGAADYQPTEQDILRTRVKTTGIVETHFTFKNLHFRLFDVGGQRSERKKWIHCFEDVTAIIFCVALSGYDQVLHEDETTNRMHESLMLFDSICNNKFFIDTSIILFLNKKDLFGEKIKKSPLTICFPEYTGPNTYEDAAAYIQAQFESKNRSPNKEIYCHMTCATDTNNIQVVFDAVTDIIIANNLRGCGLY
Rac1 wt GTP bind: human Rac1 wildtype GTP binding, inhibitors and activators. 190,000 compounds, 0.27% hits. GST-Rac1 beads, fluorescent GTP binding, flow cytometry; actives lie on both sides; 0 = cold GTP competed, 100 = untreated. P63000. GTP binding activity (% of control), % at 10 µM. AID 757;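 active = GTP binding activity at least 20 points away from the 100% control level, either lower or higher; inconclusive = compound flagged as likely green fluorescent, judged across all proteins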
Rac1 mut GTP: alters GTP binding to activated mutant human Rac1; GST-Rac1 activated beads, fluorescent GTP binding, flow cytometry; actives lie on both sides; 100% means binding = to untreated wells; percent activity (GTP binding), % at 10 µM; 190,000 compounds, 0.11% hits; AID 764;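 active = GTP binding at least 20 percentage points away from the 100% baseline, in either direction, so actives lie on both sides; inconclusive = Compound likely fluorescent itself, or too few beads counted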
Mcl1 Noxa PPI: disrupts binding of human Mcl-1 to Noxa peptide; 220,000 compounds, 1.5% hits; AID 1022; inhibition, % at 21.7 µM; TR-FRET Mcl-1/Noxa peptide binding, 2 h; Q07820;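 active = compounds that cut the protein-peptide binding signal by more than 50% relative to plate controls in a single-dose test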;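 note: His-tagged Mcl-1 with rhodamine Noxa BH3 peptide and terbium anti-His antibody; 0% = Mcl-1 plus Noxa peptide wells and 100% = peptide-only wells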
Target sequence (Q07820 whole entry, looked up): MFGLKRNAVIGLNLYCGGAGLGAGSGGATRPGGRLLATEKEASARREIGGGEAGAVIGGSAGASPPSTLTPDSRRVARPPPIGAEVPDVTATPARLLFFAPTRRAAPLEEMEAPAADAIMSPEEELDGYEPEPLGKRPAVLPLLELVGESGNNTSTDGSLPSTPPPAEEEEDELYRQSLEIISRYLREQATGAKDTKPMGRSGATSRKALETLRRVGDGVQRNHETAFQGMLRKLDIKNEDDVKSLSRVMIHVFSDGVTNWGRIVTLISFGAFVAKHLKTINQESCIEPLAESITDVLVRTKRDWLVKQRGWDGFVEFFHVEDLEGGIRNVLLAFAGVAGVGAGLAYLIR
Cdc42 wt GTP: human Cdc42 wildtype GTP binding change, either direction; P60953; GST-Cdc42 beads, Bodipy-GTP binding, flow cytometry; actives lie on both sides; percent activity (GTP binding), % at 10 µM; 190,000 compounds, 0.2% hits;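 active = percent activity GTP binding at least 20 points away from the 100% baseline, either down as inhibitor or up as activator; inconclusive = compound flagged as likely green fluorescent from well-wide comparison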;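 note: median bead fluorescence of bound Bodipy-FL-GTP at 100 nM; 0% = excess unlabeled GTP control and 100% = no compound control; below 100% means less GTP binding so inhibitor and above means activator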
Target sequence (P60953 whole entry, looked up): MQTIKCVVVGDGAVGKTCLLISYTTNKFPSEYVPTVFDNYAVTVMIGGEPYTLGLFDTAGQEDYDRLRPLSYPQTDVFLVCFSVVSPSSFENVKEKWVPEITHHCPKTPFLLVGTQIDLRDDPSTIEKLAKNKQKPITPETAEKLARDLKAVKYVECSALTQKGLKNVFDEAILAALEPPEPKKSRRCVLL
Pf gametocyte: inhibitors of late stage P. falciparum gametocyte viability. P. falciparum stage V gametocytes, ATP luminescence, 24 h. inhibition, % at 10.9 µM. 150,000 compounds, 0.065% hits;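 active = inhibition above the mean plus 3 SD of compounds within the control limits, set per campaign, cut at about 38% in these data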;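 note: 0% = DMSO wells and 100% = medium only without gametocytes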
Mcl1-Bid inh: Mcl-1/Bid interaction inhibition | Q07820 | TR-FRET Mcl-1/Bid-Dy647 peptide binding, 1536-well | inhibition, % at 21.7 µM | 220,000 compounds, 0.97% hits;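 active = compounds that cut the binding signal by more than half at the single screening dose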;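 note: His-tagged Mcl-1 with europium anti-His antibody binding Bid BH3 peptide; 0% = Mcl-1 plus peptide wells and 100% = peptide-only wells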
Rab2 wt GTP: changes GTP binding to wildtype dog Rab2A, up or down; GTP binding activity, % at 10 µM; GST-Rab2 wt beads, Bodipy-GTP binding, flow cytometry; 190,000 compounds, 0.19% hits;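 active = GTP binding activity at least 20 points away from 100%, either lowered or raised; inconclusive = signal likely due to the compound's own green fluorescence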;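 note: 0% = beads with excess unlabeled GTP and 100% = no-compound control corrected for plate trend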
Mcl-1 Bim block: disrupts Bim peptide binding to human Mcl-1; 190,000 compounds, 0.1% hits; inhibition, % at 10 µM; Bead-based flow cytometry, Bim peptide-Mcl-1 binding; AID 1009; in the data active = inhibition above about 40%;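 note: 0% = no compound tracer wells and 100% = peptide blocker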
Active calls of the source: *; ? = inconclusive; nt = no result given.

SMILES	RGS8-Gao	Rac1 wt GTP bind	Rab7 wt modul	Rac1 mut GTP	Mcl1 Noxa PPI	Pf gametocyte	Mcl-1 Bim block	Cdc42 wt GTP	HRas wt GTP bind	Rab2 wt GTP	Mcl1-Bid inh
Cc1onc(-c2ccccc2Cl)c1C(=O)NCc1ccc(S(N)(=O)=O)cc1	103	92	94	93	4	nt	-1	94	94	94	-12
Cc1cc(C)nc(-n2nc(C)cc2NC(=O)CN2CCCC(C)C2)n1 (stereo not given)	99	107	103	100	12	nt	0	103	103	101	7
COc1cc(C(=O)O)cc(OC)c1OCc1cc(C(=O)O)oc1C	98	99	96	98	-11	nt	1	93	96	97	-15
O=CN1CCN(C(=O)c2ccccc2F)CC1	101	?	?	?	-7	nt	-4	?	?	?	-4
COc1ccc(Nc2nnc(SCc3cn4c(C)cccc4n3)s2)cc1	103	99	99	96	22	-1	-5	101	98	97	-59
CCc1nc2n[nH]c(N)c2c2c1CCCC2	101	106	102	95	-8	-41	-4	97	97	98	-6
CCN(CC)c1ccc(NC(=O)c2ccc(=O)[nH]c2)cc1S(=O)(=O)Nc1ccccc1OC	92	93	103	93	23	nt	-7	95	100	96	-19
O=C(Nc1c2c(nn1-c1ccc(F)cc1)CSC2)c1ccc(S(=O)(=O)N2CCOCC2)cc1	97	105	105	97	0	nt	-6	101	101	100	-17
Cc1ccc(OCCCCn2cnc3ccccc32)c(C)c1	91	99	103	94	28	1	1	101	103	101	54*
O=C(NC12CC3CC(CC(C3)C1)C2)c1cnccn1	103	96	95	97	12	-8	-5	100	98	100	-14
Cc1noc(-c2ccccc2OC(=O)c2ccccc2)n1	102	101	100	101	13	2	17	101	102	102	-5
Fc1ccc(Sc2nc(-c3ccccc3)nnc2C(F)(F)F)cc1	99	97	93	94	7	-20	-7	94	97	94	4
COc1ccc(/C=C(/NC(=O)c2ccccc2)C(=O)N/N=C/c2cccs2)cc1OC	99	108	103	101	3	16	-5	102	104	104	-12
O=C(NCc1cccnc1)c1cnn2ccccc12	103	107	99	99	6	nt	0	101	99	99	-22
COc1nc(Cl)cn(-c2ccc(Cl)cc2)c1=O	94	105	100	100	-1	0	-2	99	100	99	-36
CCC(=O)c1ccc(N2CCCCCC2)c(F)c1	103	98	94	93	0	nt	0	98	98	99	-63
Cc1nn(C)c(C)c1S(=O)(=O)N(CC(=O)Nc1ccccn1)c1ccc(C(C)C)cc1	100	107	100	101	5	nt	0	106	103	104	-12
CCCN(CCC)C(=S)NC(=O)c1ccc(Cl)cc1Cl	99	108	103	100	20	13	1	104	103	102	-7
CCOc1ccc(CN2CCN(S(=O)(=O)c3ccc(NC(C)=O)cc3)CC2)cc1	101	98	103	98	10	4	-3	96	98	97	14
Cn1cc([N+](=O)[O-])c(C(=O)Nc2cc(Oc3cccnc3)cc([N+](=O)[O-])c2)n1	103	105	104	100	29	7	1	106	104	103	15
O=C(CSc1ccc2nnc(-c3ccc(F)cc3)n2n1)N1CCCc2ccccc21	100	97	93	95	7	11	10	95	91	93	-19
O=c1oc(-c2ccc(F)cc2)nc2ccsc12	102	100	98	97	5	nt	5	98	99	99	-1
O=S(=O)(c1cccs1)N1CCN(Cc2ccccc2)CC1	102	102	100	98	-4	-51	6	97	97	99	-18
CC1(C)Cc2c(C#N)c(N3CCOCC3)nc(-c3ccccc3)c2CO1	99	106	100	97	7	9	-8	101	99	100	-1
O=C(CN1CCN(c2ccccn2)CC1)N(c1ccccc1)c1ccc2ccccc2c1	100	90	94	93	nt	nt	-1	95	94	92	-14
O=C(NNC(=O)c1ccccc1)C(=O)N1CCCCC1	98	105	87	103	3	nt	1	108	104	105	-13
COc1ccc(NC(=O)Cn2nnc(C(=O)NCc3ccccc3)c2N)c(OC)c1	97	90	93	94	15	3	-3	96	94	94	-7
Cc1ccc(C2=NNC(C(O)C(O)C(O)CO)S2)cc1 (stereo not given)	97	99	101	98	26	14	-4	99	99	100	-41
COc1ccc(-c2nc(NC(=O)C3=NN(c4cccc(C)c4)C(=O)CC3)sc2C)cc1	99	106	110	97	18	nt	0	98	104	105	-19
O=C(CCC1CCCN(C(=O)c2ccco2)C1)NCc1ccccc1F (stereo not given)	104	98	104	93	10	-35	-2	96	99	99	-41
Cc1ccc(OCCN2C(=O)S/C(=C\c3ccc(C)o3)C2=O)cc1	98	100	102	105	-5	-13	-8	103	109	115	-19
Cc1ccc(C(=O)CC(=O)COc2ccc(Cl)cc2C)cc1	86	?	?	?	-8	-3	4	?	?	?	6
Cc1cc(N/N=C/c2ccco2)c2ccccc2n1	101	98	105	96	1	-23	5	89	97	97	-30
COc1ccc(C2CC(c3ccc(Cl)cc3)Nc3nc(NC(=O)c4ccco4)nn32)cc1 (stereo not given)	103	101	97	101	-21	18	0	99	101	99	-6
O=C(CN1CCCC1)NCC1(c2ccccc2)CCOCC1	104	98	100	99	-19	nt	3	99	99	101	-25
CC(C)c1nnc(NC(=O)c2cccc(-n3cnnn3)c2)s1	98	109	102	98	2	nt	0	104	102	103	9
COCCN1C(=O)/C(=C/c2ccc(Oc3ccc([N+](=O)[O-])cn3)c(OC)c2)SC1=Nc1ccccc1	102	102	96	97	-17	3	18	96	97	95	-15
Cc1ccc(/C=C2/NC(=O)N(Cc3ccc(Br)cc3)C2=O)o1	92	102	105	101	19	-7	-1	106	102	103	-15
Cc1ccc(C(C)C)c(OCCCN2C(=O)NC(C)(C)C2=O)c1	102	103	103	98	2	-10	-1	101	102	100	-5
CC(=O)Nc1ccc(N=Cc2ccc[nH]2)cc1	99	113	100	102	7	nt	-4	104	102	103	-34
C=CCn1c(SCC(=O)Nc2nc(C)cs2)nnc1C(C)NC(=O)c1ccccc1Cl (stereo not given)	94	103	96	96	6	0	-2	100	101	98	-20
CC1=CC(C#N)(C#N)C(C#N)(C#N)C(c2ccccc2)N1 (stereo not given)	96	103	101	99	19	nt	-2	99	99	99	-27
CC1=CC(C)(C)N=C(Nc2nc(C)c3cc(C)cc(C)c3n2)N1	101	91	92	96	22	-6	1	97	93	94	-5
NNC(=O)c1ccc(COc2cccc3ccccc23)cc1	100	107	101	97	17	-13	-4	101	99	100	8
CCO[C@@H]1OC(C(=O)N2CCN(Cc3ccc4c(c3)OCO4)CC2)=C[C@H](C2CCCCC2)[C@H]1CCCO	106	92	99	94	-10	nt	-3	92	94	96	4
O=C(O)CCCn1c(=O)[nH]c2ccccc2c1=O	100	105	104	102	6	nt	0	106	103	102	1
COc1ccc(Cc2nc(C(=O)Nc3ccccc3)cs2)cc1	104	100	97	96	-1	-16	0	100	100	99	-5
Cc1ccc(S(=O)(=O)Oc2ccc(C3C4=C(CCCC4=O)N(CCC(=O)O)C4=C3C(=O)CCC4)cc2Cl)cc1	101	96	98	94	0	-33	-6	96	96	92	-14
CC(=O)NS(=O)(=O)c1ccc(NC(=S)NC(=O)COc2ccccc2C)cc1	98	103	102	99	14	nt	-3	100	100	99	-28
C#CCOCCOCCOCCNc1nc(N2CCN(C(=O)[C@H](Cc3ccc(O)cc3)n3cc([C@@H](N)C(C)CC)nn3)CC2)nc(N2CCN(C(=O)[C@H](Cc3cc4ccccc4[nH]3)n3cc([C@@H](N)CC(C)C)nn3)CC2)n1 (stereo not given in full)	109	97	95	99	37	nt	0	98	97	98	41
O=C1C(c2ccnc3ccccc23)=C(O)c2ccccc21	104	102	103	98	23	nt	-3	100	102	102	19
CCN(CC)C(=O)CSc1nnc([C@H](CCSC)NC(=O)OC(C)(C)C)o1	98	98	96	94	-5	2	3	96	97	97	-104
COc1ccc(C(=O)NC2(C(F)(F)F)NC(=O)N(CCCc3ccccc3)C2=O)cc1OC (stereo not given)	101	103	102	99	-4	21	-3	98	101	100	-10
COc1ccc(C(=O)N2CCn3c(C)ccc3C2C)cc1 (stereo not given)	95	102	108	98	-1	21	-2	103	103	104	-88
Cc1c(Cc2ccccc2)c(=O)oc2cc(OC(=O)c3ccccc3)ccc12	100	105	100	98	-3	nt	-5	101	99	101	-8
O=C(CSc1nnc(Cc2cccs2)n1-c1ccc(Cl)cc1)NCc1ccc2c(c1)OCO2	100	103	99	101	-3	nt	0	103	104	101	-18
O=P(/C(=N/O)Sc1ccccc1)(N1CCOCC1)N1CCOCC1	103	105	104	100	3	-15	0	103	103	101	-38
Cn1c(SCC(=O)C(C)(C)C)nnc1-c1ccc(F)cc1	100	100	96	94	-2	-4	-3	96	97	97	-9
COc1cccc(C(=O)Nc2cccnc2)c1	96	100	101	97	2	-4	2	97	100	98	-25
Cc1ccc(S(=O)(=O)CCCS(=O)(=O)c2ccc(C)cc2)cc1	104	103	103	97	17	22	-3	99	101	99	-11

Continuation.
SMILES	RGS8-Gao	Rac1 wt GTP bind	Rab7 wt modul	Rac1 mut GTP	Mcl1 Noxa PPI	Pf gametocyte	Mcl-1 Bim block	Cdc42 wt GTP	HRas wt GTP bind	Rab2 wt GTP	Mcl1-Bid inh
Cc1ccc(-n2ncc3c(=O)n(CC(=O)NCc4ccco4)cnc32)cc1	101	98	97	97	3	nt	-2	99	99	98	-3
Cn1c(C(=O)NCc2ccco2)cc2c(=O)[nH]c3ccccc3c21	103	111	97	102	21	14	-3	104	100	99	-6
CCOC(=O)c1sc(=NC(=O)c2cccc(OC)c2)n(C)c1C	100	100	98	99	7	nt	-1	101	100	98	0
COc1ccc(-c2nc(NC(=O)Cn3ccc(C(F)(F)F)n3)sc2C)cc1	99	93	96	94	nt	nt	-5	95	98	96	-7
COc1ccccc1NS(=O)(=O)c1cc(NC(C)=O)ccc1N1CCCCC1	95	94	106	93	15	10	-13	100	97	99	-13
CCn1c(CSCc2c(Cl)cccc2Cl)n[nH]c1=S	55*	96	95	95	28	6	0	96	96	95	-9
COc1ccc(CCNC(=O)c2cc3sc(Cl)cc3n2C)cc1OC	108	98	96	100	-3	nt	-3	97	97	98	9
COC(=O)Cn1nnc(-c2cccc(OC)c2)n1	104	101	101	97	-4	-11	0	101	99	99	-17
COC(CNc1cc(=O)oc2ccccc12)OC	106	107	103	100	-2	nt	-2	106	105	104	2
CC(=O)Nc1ccccc1C(=O)N1CCN(Cc2ccccc2)CC1	101	99	104	97	7	nt	-4	96	100	100	-5
Cc1ccc(NC(=O)c2noc(C(C)C)c2[N+](=O)[O-])cc1	101	98	96	95	8	15	-5	97	97	99	-15
COc1ccccc1N1CCN(C(=O)CSc2nnc(NC(=O)c3ccco3)s2)CC1	89	103	102	100	27	nt	-6	98	101	100	-25
COCC(=O)NCCNc1nc2ccc(C)cc2cc1C	101	107	104	102	17	0	-1	109	108	109	-11
COc1ccc(NC(=S)Nc2ncccc2C)cc1OC	105	98	96	96	12	-5	1	97	94	96	-59
